Screening results deposited in PubChem BioAssay by several laboratories.
PMI act satM6P: human PMI activators, high substrate, primary screen, biochemical, fluorescence intensity, near-saturating mannose 6-phosphate; Mannose-6-phosphate isomerase (Homo sapiens), P34949; coupled PMI enzyme assay, resazurin fluorescence, 20 min; hits give high values; 1 = untreated enzyme, 0 = substrate-free blank; activation factor at 20 µM; actives 0.34% (n = 190,000); AID 1216, 2008;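 active = activation factor of 2 or more at 20 µM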
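assay system = human phosphomannose isomerase with PGI, G6PDH, diaphorase coupling enzymes | quantity = 15 ng/mL PMI | incubation = enzyme reaction with compound 20 min at room temperature | medium = HEPES pH 7.4 buffer with MgCl2 and Tween-20 | compound dosing = one concentration, 20 µM, in 1% DMSO | measured by = Diaphorase-driven resazurin-to-resorufin fluorescence, excitation 544, emission 590 nm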
TLR4 MyD88 comp: inhibitors of TLR4-MyD88 association in cells, primary screen, cell-based, HeLa CL3-4, BLA complementation, FRET ratio; Toll-like receptor 4 (Homo sapiens) + Myeloid differentiation primary response protein …; HeLa CL3-4 TLR4/MyD88 BLA complementation; inhibition, % at 8.4 µM; actives 0.18% (n = 200,000); AID 861, 2007; in the data active = inhibition above about 25%;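 note: 0% = vehicle and 100% = reference inhibitor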
Target sequence (O00206 whole entry, looked up): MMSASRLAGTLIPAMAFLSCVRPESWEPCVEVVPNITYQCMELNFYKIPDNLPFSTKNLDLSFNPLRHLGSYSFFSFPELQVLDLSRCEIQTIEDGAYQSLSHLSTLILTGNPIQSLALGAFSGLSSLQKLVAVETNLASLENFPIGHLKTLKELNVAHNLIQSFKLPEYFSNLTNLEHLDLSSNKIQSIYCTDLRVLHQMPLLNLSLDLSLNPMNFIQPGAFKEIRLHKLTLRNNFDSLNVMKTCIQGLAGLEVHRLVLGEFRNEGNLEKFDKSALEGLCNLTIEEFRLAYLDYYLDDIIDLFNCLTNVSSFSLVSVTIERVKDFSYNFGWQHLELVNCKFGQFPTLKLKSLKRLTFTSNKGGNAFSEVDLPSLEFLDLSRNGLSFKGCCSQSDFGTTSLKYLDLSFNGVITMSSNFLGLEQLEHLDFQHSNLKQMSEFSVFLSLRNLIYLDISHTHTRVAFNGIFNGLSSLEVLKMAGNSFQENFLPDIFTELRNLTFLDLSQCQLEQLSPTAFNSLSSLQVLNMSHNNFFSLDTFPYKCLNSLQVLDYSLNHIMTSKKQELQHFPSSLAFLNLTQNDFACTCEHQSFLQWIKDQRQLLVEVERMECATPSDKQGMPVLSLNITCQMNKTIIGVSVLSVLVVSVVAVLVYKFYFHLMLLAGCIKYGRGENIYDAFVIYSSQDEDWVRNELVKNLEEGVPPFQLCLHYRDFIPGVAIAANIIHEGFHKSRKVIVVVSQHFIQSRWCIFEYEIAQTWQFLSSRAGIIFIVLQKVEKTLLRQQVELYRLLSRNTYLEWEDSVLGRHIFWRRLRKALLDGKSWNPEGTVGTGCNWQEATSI
Target sequence (Q99836 whole entry, looked up): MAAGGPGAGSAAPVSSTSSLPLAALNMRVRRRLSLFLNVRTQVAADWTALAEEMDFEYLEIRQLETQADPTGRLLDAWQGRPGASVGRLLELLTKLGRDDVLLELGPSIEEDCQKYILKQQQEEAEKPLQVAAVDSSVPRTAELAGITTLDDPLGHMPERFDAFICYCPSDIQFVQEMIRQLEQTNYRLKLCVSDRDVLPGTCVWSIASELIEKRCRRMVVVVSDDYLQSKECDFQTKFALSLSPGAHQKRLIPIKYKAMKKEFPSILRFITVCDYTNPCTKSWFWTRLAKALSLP
Diaph act CS: compounds boosting diaphorase resazurin reduction – biochemical, uHTS, resorufin fluorescence, counter-screen for diaphorase-coupled primary assays, primary screen. activation factor at 20 µM. Diaphorase/resazurin coupled assay, 16 min; hits give high values; 1 = vehicle wells, 0 = NADH-free wells. actives 0.005% (n = 190,000);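 active = diaphorase activity raised at least twofold by the compound at 20 µM; inactive = activation factor below 2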
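Measured by – red resorufin fluorescence at 544/590 nm excitation/emission · Test system – Clostridium kluyveri diaphorase, purified enzyme · Incubation – reaction time 16 min, room temperature · Buffer or medium – 50 mM HEPES pH 7.4 with 4.542 mM MgCl2, 0.005% Tween 20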
G6PDH counter: L. mesenteroides G6PDH inhibitors, counter-screen for G6PDH-coupled screening assays, biochemical, Leuconostoc mesenteroides enzyme. Purified L. mesenteroides G6PDH, diaphorase/resazurin coupled fluorescence, 45 min. inhibition, % at 5 µM. actives 0.12% (n = 200,000). AID 1020, 2008
Redox H2O2 prof: compounds producing H2O2 with reducing agent – biochemical, NIH compound library profiling, artefact control for MLSCN library redox annotation, primary screen | DTT-dependent redox cycling H2O2, phenol red/HRP absorbance; 100% = 100 µM peroxide control, 0% = buffer | actives 0.03% (n = 200,000) | activation, % at 10 µM;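 active = activation of at least 50% relative to the plate's high and low controls in the primary single-dose screen; inactive = activation below 50%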;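 note: compound incubated with DTT at 0.8 mM final as the reducing agent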
S1P3 antagonist: S1P3 receptor antagonists, primary screen, cell-based; Sphingosine 1-phosphate receptor 3 (Homo sapiens), Q99500; CHO S1P3 NFAT-BLA reporter, FRET fluorescence, antagonist mode; inhibition, % at 4.98 µM; actives 0.27% (n = 170,000);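 active = inhibition above the plate cutoff, the mean inhibition of test wells on that plate plus 3 SD, cut at about 28% in these data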;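 note: cells challenged with S1P at its EC80 of 0.8 µM; blue over green emission ratio from cleaved BLA substrate after 4 h stimulation; 0% = S1P-stimulated wells and 100% = unstimulated DMSO-only wells; some compounds past the cut are filed as inactive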
Diaphorase inh: diaphorase inhibitors and chemical oxidizers, primary screen, counter-screen for diaphorase-coupled primary assays, biochemical, uHTS, resorufin fluorescence; actives 0.69% (n = 190,000); diaphorase resazurin-to-resorufin fluorescence, NADH, 16 min; bacterial (C. kluyveri) enzyme, not human; inhibition, % at 20 µM;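 active = primary screen inhibition at 20 µM above a set limit, cut at about 50% in these data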;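 note: plate controls were DMSO with full reaction for no effect and wells lacking NADH for full effect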
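System: Diaphorase enzyme from Clostridium kluyveri | Amount: Enzyme working solution with 0.14 U/mL diaphorase | Benchmarks: No-NADH positive control and DMSO neutral control | Signal: Fluorescence of resorufin formed from resazurin, Ex 544/Em 590 nm | Schedule: 16-min room-temperature incubation before reading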
PMI act: activators of human PMI, primary screen, biochemical, fluorescence intensity, near-Km mannose 6-phosphate | Mannose-6-phosphate isomerase (Homo sapiens), P34949 | purified human PMI, coupled resazurin fluorescence, 20 min; hits give high values; 1 = vehicle control, 0 substrate-free wells | activation factor at 20 µM | actives 0.005% (n = 190,000) | AID 1214, 2008;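 active = activation factor of 2 or more at 20 µM, relative to plate controls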
RAM network inh: inhibitors of the yeast RAM network, primary screen, dse1pr::URA3 reporter, 5-FOA selection; AID 868, 2007; actives 1.8% (n = 190,000); inhibition, % at 50 µM; S. cerevisiae dse1pr::URA3 reporter, 5-FOA growth OD615, 2 d; analog-sensitive cbk1-as2 kinase mutant strain;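 active = inhibition above a set limit, 3 SD over mean compound inhibition, cut at about 8.4% in these data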;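 note: 0% = DMSO-only wells with no growth and 100% = 10 µM 1-NA-PP1 full growth; inhibition rescues growth on 5-FOA so higher OD means more RAM inhibition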
L major viab: Leishmania major promastigote growth inhibition, primary screen | Leishmania major promastigotes, resazurin fluorescence viability | AID 1063, 2008 | inhibition, % at 10 µM | actives 9% (n = 200,000);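 note: promastigotes grown with compound for 44 hours at 28 °C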
Hsp70 activator: Hsp70 transcriptional activators, primary screen, cell-based, HeLa, Hsp70 promoter luciferase, luminescence, 10 µM; HeLa Hsp70 promoter luciferase reporter; scaled: vehicle 0, proteasome-inhibitor control 100%; actives 0.04% (n = 200,000); activation, % at 10 µM;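 active = activation above the mean across all tested compounds plus 3 SD, cutoff set per campaign, cut at about 5.5% in these data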;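 note: 100% = MG132 at 30 µM as the positive control and 0% = DMSO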
Numbers without * were called inactive; / = no result given. Cut-off read from the data, not from the text of the source, unless noted: active = inhibition above about 50%; inactive = the rest.

SMILES	PMI act satM6P	TLR4 MyD88 comp	Diaph act CS	G6PDH counter	Redox H2O2 prof	S1P3 antagonist	Diaphorase inh	PMI act	RAM network inh	L major viab	Hsp70 activator
CCCC(=O)Nc1nc2nc(-c3ccccc3)cc(=O)n2[nH]1	1.2	-8	1	11	-0.1	/	-3	1	1.3	-6	-0.1
O=S(=O)(NC1CCCCC1)c1ccc(Cl)s1	1	-11	1	0	2.7	14	-1	0.9	-0.5	1	-0.4
COC(=O)C1=C(C)NC(=O)NC1c1ccco1 (stereo not drawn)	1	4	0.9	-1	-0.9	-18	6	1	-0.1	-8	-0.3
O=C(Oc1ccc(O)cc1)C12CC3CC(CC(C3)C1)C2	0.8	4	0.8	10	-0.5	-12	24	0.8	2.0	-1	0.1
CN(Cc1ccccc1)C(=O)CC(c1ccccc1)c1cc(Cl)ccc1O (stereo not drawn)	1	-10	0.8	-1	-7.4	/	16	0.9	1.9	81*	-0.2
COC(=O)C(NC(=O)CNS(=O)(=O)c1ccc(Br)cc1)c1ccccc1 (stereo not drawn)	1	-1	1	-1	-0.6	-16	-1	1.1	-0.7	-5	-0.2
CCOc1ccc2nc(NC3=NCN(CC4CCCO4)CN3)nc(C)c2c1 (stereo not drawn)	/	-10	/	/	0.4	-3	/	/	/	11	0.6
Cc1ccc(C)c2nc(Cl)c(C3NC(=O)c4ccccc4N3)cc12 (stereo not drawn)	1	-30	0.9	-3	-0.3	5	14	1.1	5.7	21	-0.2
c1ccc(Cn2nnc3c(N4CCCC4)ncnc32)cc1	0.7	13	0.8	6	0.0	-7	22	0.9	-0.2	-3	-0.2
CCN(CC)C(=O)/C(=C\c1cccc([N+](=O)[O-])c1)NC(=O)c1ccco1	0.8	3	0.8	10	-0.1	-13	16	0.9	1.3	1	-0.1
CCOc1[nH]n(-c2ccccc2)c(=O)c1C=NCc1ccncc1	1	3	0.9	2	-2.4	-14	7	1	0.4	2	-0.2
O=C(c1ccco1)N1CCN(C(=O)C2(S(=O)(=O)c3ccc(Cl)cc3)CC2)CC1	1	13	0.9	6	-0.8	2	7	1	-1.4	-4	0.1
OCCC1CN(Cc2ccc3nsnc3c2)CCN1CCc1ccccc1 (stereo not drawn)	0.9	-5	0.7	4	-1.3	13	27	0.9	0.6	84*	0.2
COc1ccc(OC)c(NC(=O)c2cc3ccccc3o2)c1	1	-1	0.9	1	-0.5	37	7	0.9	-1.1	-6	-0.3
CCCCNC(=O)CSc1nc2ccccc2c(=O)n1CC1COc2ccccc2O1 (stereo not drawn)	1	-1	0.9	3	-3.6	/	6	0.9	3.0	-4	-0.3
Cc1sc2c(c1C)c(=O)n(-c1ccccc1)c1nncn21	1.1	-2	0.9	-2	1.3	/	10	1.1	0.8	-2	0.0
CCN(CC(=O)Nc1cc(OC)ccc1OC)Cc1nc2ccccc2c(=O)[nH]1	1.1	3	1	3	-0.4	-5	0	1.1	-1.6	2	-0.2
CCNc1nc(NCC)n2c(SCC(=O)Nc3ccccc3[N+](=O)[O-])nnc2n1	1.1	-25	0.8	-4	-0.1	1	15	1.1	-1.2	-7	-0.1
N/N=c1\sc2ccccc2n1-c1ccccc1	1.1	8	1	0	1.4	/	-4	1	0.3	-3	-0.5
O=C(COC(=O)/C=C/c1ccccc1)NCc1ccc(Cl)cc1	1.2	-5	1	7	0.1	-4	3	1	5.0	-8	-0.6
O=C(Nc1nnc(-c2ccccc2Cl)o1)c1cccnc1	1	7	0.9	-5	3.0	-5	13	0.9	0.3	29	-0.2
Nc1no[n+]([O-])c1-c1ccccc1	1	-2	0.9	-1	0.1	-7	6	1	-0.1	1	-0.3
CCN(CC)CCNC(=O)c1ccc2c(c1)ncn2C1CCCCC1	1	-2	0.9	3	-1.2	-3	8	1	-0.3	9	-0.7
O=C(CSc1ncnc2c1cnn2Cc1ccccc1)Nc1ccc2c(c1)OCCO2	0.8	-8	0.8	-40	4.7	6	17	0.7	4.0	5	-0.2
Cc1ccc2nsnc2c1S(=O)(=O)N1CCCC1C(=O)O (stereo not drawn)	1	-14	0.9	6	-0.1	-5	7	1	1.6	-9	-0.2
(listing goes on)
SMILES	PMI act satM6P	TLR4 MyD88 comp	Diaph act CS	G6PDH counter	Redox H2O2 prof	S1P3 antagonist	Diaphorase inh	PMI act	RAM network inh	L major viab	Hsp70 activator
O=C(Cc1ccc2c(c1)OCCO2)N1CCN(S(=O)(=O)c2ccccc2C(F)(F)F)CC1	1	-3	0.9	1	-0.1	1	9	1	2.1	41	-0.4
O=C(N/N=C/c1coc2ccccc2c1=O)c1ccccc1	1	-16	1	4	-1.4	-13	2	1.1	0.5	-5	0.7
C=CCn1c(N)c(C(=O)N2CCN(C)CC2)sc1=S	1	6	1	0	1.3	11	-1	1	1.6	1	-0.6
O=C(O)c1cc([N+](=O)[O-])ccc1NCCO	1.1	-3	0.9	-3	0.3	0	8	1	4.9	56*	-0.3
COc1ccc(NC(=O)CSc2nnnn2C2CCCC2)cc1	0.9	-2	0.9	8	-2.2	-8	8	0.9	-0.1	-5	-0.2
O=C(Nc1cccc(S(=O)(=O)N2CCOCC2)c1)c1cn(-c2ccccc2)nc1-c1ccc(F)cc1	1	-2	0.8	-3	0.8	2	18	0.9	5.1	99*	-0.3
Cc1c(NC(=O)C(=O)/C=C(\O)c2ccc(Cl)cc2)c(=O)n(-c2ccccc2)n1C	1	-6	0.9	15	-0.6	-14	12	1	-0.9	48	0.1
COc1cccc(OC)c1C(=O)NC(=S)Nc1cc(-c2nc3ccccc3[nH]2)ccc1Cl	1.1	-1	1	-28	-0.7	-2	3	1	3.6	81*	-0.3
O=C(O)Cn1cc(/C=C2/SC(=O)N(CC(=O)N3CCCCCC3)C2=O)c2ccccc21	1.1	-2	1	7	0.1	-15	-3	1.3	3.6	-5	0.3
COc1ccc(NC(=O)c2ccc3c(c2)n(C)c(=O)n3C)cc1	0.9	-6	0.8	15	0.5	-1	18	1	0.7	-6	-0.1
CCC(=O)Nc1ccc2nc(SCC(=O)N3CCOCC3)sc2c1	0.9	10	0.9	2	-0.6	1	13	0.9	3.7	0	0.0
CNCC(O)CN(c1ccccc1)c1ccccc1 (stereo not drawn)	0.9	-10	0.9	10	-1.2	-1	12	0.9	0.7	-2	-0.5
CCOC(=O)N1CCN(C(=O)C(=O)NNC(=O)COc2ccc(Cl)cc2)CC1	0.9	14	0.8	-1	0.2	-4	23	0.9	0.5	-1	-0.2
Cc1sc2nc(CSCC(=O)NC(C)(C)C)[nH]c(=O)c2c1C	1.3	14	0.8	5	-0.2	-13	20	1.3	-0.5	0	-0.1
COc1cc(-c2cc(C(=O)OCC(=O)Nc3ccc4c(c3)OCO4)c3ccccc3n2)cc(OC)c1OC	0.8	0	0.9	1	-0.2	-1	14	0.9	6.0	22	-0.3
COc1cc([N+](=O)[O-])ccc1Nc1nc(C)cc(C)n1	0.9	-16	0.9	11	-1.6	-9	10	1	0.6	4	0.1
CC(C)Oc1ccc(C(=O)Nc2ccc(N(C)C)cc2)cc1	1	-19	0.9	-23	-0.5	19	5	1	1.3	-4	-0.4
O=C(Nc1ccccc1-c1ccccc1)C1CCCCC1	1.1	-6	1	-5	0.0	-11	4	1	1.4	10	-0.4
COc1cc2c(c3oc(-c4ccccc4)cc(=O)c13)C=CC(C)(C)O2	1	-8	0.2	23	0.7	4	82*	1	-0.4	42	-0.7
COc1nnc(-c2ccc(N3CCOCC3)c(NC(=O)c3ccc(C)cc3)c2)c2ccccc12	0.9	5	0.9	9	1.9	/	12	0.8	-1.2	19	-0.4
CCOC(=O)CN(C(=O)Cn1nnc2ccccc21)C(C(=O)NCCOC)c1ccccc1C (stereo not drawn)	1	5	0.9	3	2.5	3	10	1.1	0.7	-3	-0.5
Cc1cc(N2CCN(c3nnnn3-c3ccccc3)CC2)n2ncnc2n1	1	-7	0.9	6	-2.8	-19	10	1	0.5	0	-0.3
COc1ccc(S(=O)(=O)N2CCC(C(=O)Nc3ccc4c(c3)OCCO4)CC2)cc1OC	1	9	0.9	1	0.2	/	9	1	11*	2	-0.5
C/C(=C\c1ccccc1)CN1CCC(C(=O)N2CCC(C)CC2)CC1	1.1	-3	0.9	3	0.1	/	6	1.1	-0.6	93*	-0.4

In the list so far, these contain fluorine.
SMILES	PMI act satM6P	TLR4 MyD88 comp	Diaph act CS	G6PDH counter	Redox H2O2 prof	S1P3 antagonist	Diaphorase inh	PMI act	RAM network inh	L major viab	Hsp70 activator
O=C(Cc1ccc2c(c1)OCCO2)N1CCN(S(=O)(=O)c2ccccc2C(F)(F)F)CC1	1	-3	0.9	1	-0.1	1	9	1	2.1	41	-0.4
O=C(Nc1cccc(S(=O)(=O)N2CCOCC2)c1)c1cn(-c2ccccc2)nc1-c1ccc(F)cc1	1	-2	0.8	-3	0.8	2	18	0.9	5.1	99*	-0.3

Part of the list above, with values under each structure.
Values in the order – PMI act satM6P	TLR4 MyD88 comp	Diaph act CS	G6PDH counter	Redox H2O2 prof	S1P3 antagonist	Diaphorase inh	PMI act	RAM network inh	L major viab	Hsp70 activator
- Cc1cc(N2CCN(c3nnnn3-c3ccccc3)CC2)n2ncnc2n1
→ 1	-7	0.9	6	-2.8	-19	10	1	0.5	0	-0.3
- COc1ccc(S(=O)(=O)N2CCC(C(=O)Nc3ccc4c(c3)OCCO4)CC2)cc1OC
→ 1	9	0.9	1	0.2	/	9	1	11*	2	-0.5
- C/C(=C\c1ccccc1)CN1CCC(C(=O)N2CCC(C)CC2)CC1
→ 1.1	-3	0.9	3	0.1	/	6	1.1	-0.6	93*	-0.4
